Screening data from PubChem.
HADH2 inhib – inhibitors of human HADH2 dehydrogenase; Q99714; recombinant HADH2, NADH fluorescence, beta-hydroxybutyryl-CoA; Potency, µM (top dose mostly 57.1 µM), without a hit: at the highest dose activity change, negative = inhibition, most hits filed as inhibitors; actives 3.4% (n = 73,000); also: potency is read from the fitted curve at half-maximal effect; % is scaled to controls: 0 for no effect and ±100 for the full control effect; nearly all actives have a fitted effect of over 60% in size; many of its hits are not listed in these tables
Target sequence (Q99714 whole entry, looked up, one chain of several): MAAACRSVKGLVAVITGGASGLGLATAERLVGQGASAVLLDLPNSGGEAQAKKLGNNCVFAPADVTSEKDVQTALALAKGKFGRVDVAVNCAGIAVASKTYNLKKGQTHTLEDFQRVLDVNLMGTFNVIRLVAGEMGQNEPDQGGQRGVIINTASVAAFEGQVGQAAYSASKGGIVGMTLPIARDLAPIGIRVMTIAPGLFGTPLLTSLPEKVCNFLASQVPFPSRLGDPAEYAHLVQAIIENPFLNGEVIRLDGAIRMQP
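Buffer 100 mM Tris-HCl pH 9.0/0.01% Tween-20; HADH2 20 nM; NAD+ 1 mM; beta-hydroxybutyryl-CoA 90 uM (all final). 15 min cpd preincubation, RT.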
Hsp90 Hop PPI – changes Hsp90-Hop TPR2A binding signal, up or down. AlphaScreen TPR2A-His6 binding biotin-Hsp90 C-terminal peptide. Potency, µM (doses to about 57 µM), for the others: at the top dose activity change, negative = inhibition. actives 0.44% (n = 71,000); active = well fitted curve in either direction with a large enough effect; inconclusive = small, poorly fitted or top-dose-only effect, or another doubt; also: potency is read from the fitted curve at half-maximal effect; % is scaled to controls: 0 for no effect and ±100 for the full control effect; many of its hits are not listed in these tables
HBB splicing – alters splicing of the hemoglobin beta chain. HBB splicing reporter cell assay, activation; EGFP reporter with mutant IVS2-654 intron; response scale: normalised to 500 nM splice-correcting PNA. Potency, µM (titrated, usually from 46.1 µM), inactives show at the highest dose activation, usual class: activators. actives 0.06% (n = 65,000); also: potency is read from the fitted curve at half-maximal effect; 0% is about no effect
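HeLa cells stably expressing EGFP interrupted by mutant beta-globin intron 2 (IVS2-654), 500/well in 2% FCS. Treated with compound for 2 days at 37C. Splicing correction scored as total well GFP intensity (488 nm excitation, 500-520 nm emission); 500 nM antisense PNA served as control.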
DNA Pol III inh – inhibitors of bacterial DNA polymerase III holoenzyme; Potency, µM (titrated, usually from 57.1 µM), without a hit: top-dose activity change, negative = inhibition; actives 0.25% (n = 71,000); reconstituted DNA polymerase III holoenzyme replication, biochemical; AID 603; also: potency is read from the fitted curve at half-maximal effect; % is scaled to controls: 0 for no effect and ±100 for the full control effect
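Reconstituted *E. coli* holoenzyme (0.35 nM Pol III, 1 nM beta, 154 nM SSB, 2 nM primase) was preincubated with compound for 15 min at RT. Synthesis on 1.4 nM ssM13Gori ran 35 min, then was stopped with PicoGreen/EDTA and read as dsDNA fluorescence.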
Rhodamine autofl – compound autofluorescence in rhodamine spectral region; Rhodamine-region fluorescence, 547/598 nm, Tris buffer; active compounds read high; actives 0.05% (n = 59,000); max dye-equivalent concentration, M; in the data active = max dye-equivalent concentration above about 11 nM; inconclusive = between about 1.1 nM and that limit
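qHTS spectral profiling of compounds without any target or enzyme present, in pH 8.0 Tris buffer; plates were read after a 15-minute room-temperature incubation using the rhodamine-region filter set.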
Fluorescein autfl – fluorescein region autofluorescence | AID 593 | Compound autofluorescence, 480/540 nm, fluorescein-equivalent; active compounds read high | max fluorescein-equivalent concentration, M | actives 0.91% (n = 59,000); in the data active = max fluorescein-equivalent concentration above about 10 nM; inconclusive = between about 1.1 nM and that limit
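Normalized response (dye-equivalent concentration) derives from comparing each well's 540 nm emission, under 480 nm excitation, with plate-resident fluorescein standards. Compounds were held in 100 mM Tris, pH 8.0, for 15 min at room temperature.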
Epigenetic mod – epigenetic GFP locus derepression in mouse cells; mouse C127i GFP locus derepression, cytometry, 30 h; Potency, µM (doses to about 46.1 µM), for the others: at the top dose GFP derepression (activation); actives 0.09% (n = 68,000); also: % of control where 0% means no effect
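Locus derepression in mouse mammary C127i cells whose integrated CMV-GFP reporter is normally silent; GFP expression after 30 h compound treatment was quantified by counting fluorescent cells.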
15-hLO inh – 15-hLO (ALOX15) enzyme inhibition; purified 15hLO-1, xylenol orange hydroperoxide absorbance; Potency, µM (titrated, usually from 57.1 µM), without a hit: top-dose activity change, negative = inhibition, usual class: inhibitors; actives 1.4% (n = 74,000); also: potency is read from the fitted curve at half-maximal effect; % is scaled to controls: 0 for no effect and ±100 for the full control effect; nearly all actives have a fitted effect of over 55% in size
Target sequence (P16050 whole entry, looked up): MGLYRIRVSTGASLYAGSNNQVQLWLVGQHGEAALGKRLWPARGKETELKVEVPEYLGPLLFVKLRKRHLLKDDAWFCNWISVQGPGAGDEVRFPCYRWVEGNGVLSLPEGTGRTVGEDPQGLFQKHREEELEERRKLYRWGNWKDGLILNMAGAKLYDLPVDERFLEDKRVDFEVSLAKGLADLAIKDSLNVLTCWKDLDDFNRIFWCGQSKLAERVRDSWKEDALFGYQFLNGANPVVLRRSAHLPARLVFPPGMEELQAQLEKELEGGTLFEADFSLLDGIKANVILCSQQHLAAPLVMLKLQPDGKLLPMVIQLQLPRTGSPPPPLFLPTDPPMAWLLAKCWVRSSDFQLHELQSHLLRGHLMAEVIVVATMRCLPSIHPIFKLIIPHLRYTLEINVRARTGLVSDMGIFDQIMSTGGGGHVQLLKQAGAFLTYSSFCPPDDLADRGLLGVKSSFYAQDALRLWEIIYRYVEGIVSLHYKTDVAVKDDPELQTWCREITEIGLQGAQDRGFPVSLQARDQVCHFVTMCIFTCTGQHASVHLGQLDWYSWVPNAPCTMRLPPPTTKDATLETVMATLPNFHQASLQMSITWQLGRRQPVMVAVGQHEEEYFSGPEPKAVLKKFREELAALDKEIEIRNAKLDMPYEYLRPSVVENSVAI
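Hydroperoxide formed from arachidonic acid (50 uM) by purified human 15hLO-1 (40 nM) oxidizes ferrous iron, and the ferric-xylenol orange complex is read at 573 versus 405 nm. Compounds were preincubated 15 min; reaction ran 6 min at room temperature.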
Ub-GFP proteasome – inhibits proteasome, raising ubiquitin-GFP reporter fluorescence; Ubiquitin-GFP reporter cells, proteasome inhibition, GFP fluorescence; response scale: untreated = 0%, 10 µM MG-132 = 100%; Potency, µM (series often up to 45.9 µM), for inactives: at the highest dose activation (GFP accumulation), actives largely listed as activators; 67,000 tested, under 10 active; active = well fitted activation curve with a large enough effect, not every such curve was filed as active; inconclusive = small, poorly fitted or top-dose-only effect, or another doubt; inactive = no such curve, though single readings can be large or run the other way; also: potency is read from the fitted curve at half-maximal effect
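Proteasome blockade was scored as a rise in GFP-expressing U2OS cells carrying a ubiquitin(G76V)-GFP construct, imaged after 4 hr compound treatment at 37 °C across a 46 uM–2.9 nM series.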
4MU fluor – 4-MU region autofluorescence; compound autofluorescence, 340/450 nm, 4-MU equivalents; active compounds read high; max dye-equivalent concentration, M; actives 11% (n = 59,000); in the data active = max dye-equivalent concentration above about 10 nM; inconclusive = mostly about 1.1 nM to 9.6 nM
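Compounds in 100 mM Tris, pH 8.0, incubated 15 min at room temperature, then fluorescence read at 340 nm excitation/450 nm emission. Signal converted to 4-MU dye-equivalent concentration using an on-plate six-point 4-MU standard curve.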
TexasRed autofl – compounds fluorescent in Texas Red spectral region | AID 587 | Compound fluorescence, Texas Red channel, 547/618 nm; active compounds read high | actives 0.06% (n = 59,000) | max dye-equivalent concentration, M; in the data active = max dye-equivalent concentration above about 10 nM; inconclusive = between about 1.1 nM and that limit
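Compound fluorescence was read after 15 min at room temperature in 100 mM Tris, pH 8.0, using 547 nm excitation and 618 nm emission across a concentration series. It was expressed as Texas Red dye-equivalent concentration from an on-plate standard curve.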
Numbers without * were called inactive; i = inactive; ? = inconclusive; . = not tested or not shown; & = joins results of further samples; [ ] = remark or other dose. Unless noted, calls follow the shape of the dose curve; as a rule, active = well fitted curve in the direction sought with a large enough effect; inconclusive = small, poorly fitted or top-dose-only effect, or another doubt; inactive = no such curve, though single readings can be large; an effect the other way counts as inactive or inconclusive. An excerpt, so the mix of outcomes need not match the whole.

SMILES	HADH2 inhib	Hsp90 Hop PPI	HBB splicing	DNA Pol III inh	Rhodamine autofl	Fluorescein autfl	Epigenetic mod	15-hLO inh	Ub-GFP proteasome	4MU fluor	TexasRed autofl
C=CCOc1c(Cl)cc(C2NC(=O)NC(C)=C2C(=O)OC)cc1Cl (stereo unspecified)	10.3%	-3.3%	-0.1%	1.0%	i	?	2.1%	-9.9%	1.6%	?	i
O=C(COC(=O)c1cc(S(=O)(=O)N2CCOCC2)ccc1Cl)Nc1ccc2c(c1)OCO2	-5.0%	-2.4%	0.7%[57.5 µM]	-6.9%	i	i	-1.9%	-2.1%	-2.0%	i	i
CCCc1cc(=O)n2[nH]c(C)nc2n1	2.5%	-0.2%	0.9%[0.369 µM]	-7.7%	i	i	-2.1%	-1.9%	.	i	i
Cc1cccc(CS(=O)(=O)Cc2ccc(C(=O)NCc3cccnc3)o2)c1	-0.3%	-29.1%	1.3%	-5.8%	i	i	1.2%	-0.3%	7.3%	i	?
CC(=O)C1(C)CC2=C(CCCC2(C)C)CC1C (stereo unspecified)	-2.9%	-3.8%	1.2%	2.6%	.	.	.	3.0%	.	.	.
O=C(CSc1nc2ccccc2n1-c1ccccc1)NCC1CCCO1 (stereo unspecified)	0.8%	-0.6%	-1.4%	-4.2%	i	?	-2.3%	6.0%	-0.1%	i	i
CCN1CC2=C(OC(N)=C(C#N)C2c2ccccc2)/C(=C\c2ccccc2)C1 (stereo unspecified)	.	.	.	.	i	i	-4.3%[20.6 µM]	.	.	?	i
CCOC(=O)c1[nH]c(C)c(C(=O)OCCN2C(=O)c3ccccc3C2=O)c1C	9.1%	-1.0%	0.0%[57.5 µM]	-3.4%	i	?	3.3%	-0.6%	6.7%	i	i
Cc1ccc(N(CC(O)CN2CCCC2)S(=O)(=O)c2ccc(C)cc2)cc1 (stereo unspecified)	.	.	.	.	i	i	7.7%[20.6 µM]	.	.	i	i
NC(=O)CSc1nnc(-c2ccc(S(=O)(=O)N3CCOCC3)cc2)n1CC1CCCO1 (stereo unspecified)	-8.4%	-1.0%	0.1%[57.5 µM]	-3.0%	i	i	4.2%	7.3%	-1.2%	i	?
NNC(=O)c1ccncc1	4.0%	-3.7%	-0.4%	-6.5%	i	i	-1.6%&8.1%[20.6 µM]	-13.0%	4.3%[20.5 µM]	i	?
CCOC(=O)CSc1nnc(-c2ccco2)n1C	7.6%	-0.4%	-6.7%	-5.7%	i	i	-2.5%	-0.9%	-3.4%	i	i
CCOc1ccccc1NC(=O)c1cc(CC(C)C)oc1C	10.7%	?	-0.3%	-11.3%	i	i	0.0%	-10.6%	2.4%	i	i
CCCC(c1nnnn1Cc1ccco1)N1CCC(C(N)=O)CC1 (stereo unspecified)	-5.3%	1.4%	0.1%[57.5 µM]	-2.8%	i	i	-1.3%	6.4%	0.4%	i	i
COc1cc(-c2nnc(SCC#CCO)o2)cc(OC)c1OC	6.6%	-2.6%	0.5%[57.5 µM]	-2.5%	i	?	2.6%	4.8%	-2.7%	i	i
CC(OC(=O)C1CCN(S(=O)(=O)c2ccccc2)CC1)C(=O)Nc1ncc(Cl)cc1Cl (stereo unspecified)	-0.8%	-13.6%	-0.8%	-4.6%	i	i	1.0%	-0.2%	6.0%	?	i
CCn1c(C(Cc2ccccc2)NC(=O)COC)nc2ccccc21 (stereo unspecified)	3.9%	-5.0%	0.5%	-5.6%	.	.	.	-5.7%	-12.6%	.	.
Cc1cccc(N(CC(=O)NCc2ccc3c(c2)OCO3)C(=O)CCC(=O)Nc2ccccn2)c1C	6.7%	-8.1%	0.0%	3.2%	i	i	-2.7%	-2.2%	-0.7%	i	i
CCCc1nc(SCC(=O)N2CCCc3ccccc32)c2c(=O)n(C)c(=O)n(C)c2n1	-1.1%	-2.8%	0.2%	3.2%	.	.	.	-1.0%	0.0%	.	.
CC1CCN(C(=O)CSc2nnc(CN3CCOCC3)n2-c2ccccc2)CC1	-5.5%	-5.1%	-1.2%	-1.1%	i	i	2.6%	6.5%	-1.6%	i	?
N#CCc1nc2n(n1)Cc1ccccc1-2	-1.9%	1.5%	-0.7%[57.5 µM]	1.3%	i	i	1.0%	-1.6%	-1.9%	i	i
Cc1ccc(C(=O)NCc2cccs2)cc1S(=O)(=O)N1CCCCC1	0.3%	0.4%	-3.9%	-2.4%	i	?	1.3%	-3.5%	2.4%	i	i
O=C(Cn1nnc(-c2cccc(C(F)(F)F)c2)n1)NC1CCCC1	16.4%	-1.1%	0.1%	-6.6%	i	i	2.1%	5.1%	-2.5%	i	i
Clc1ccc(OCCCn2cncn2)cc1Cl	4.4%	-5.0%	-1.8%	-4.8%	i	i	-2.7%	-0.7%	6.8%	1.37e-06M*	i
O=C(CSc1nnc(-c2ccncc2)n1C1CCCCC1)Nc1cccc(O)c1	-3.3%	-0.6%	0.5%	-1.8%	i	?	-2.3%	-9.7%	-3.0%	i	i

Continued, overlapping the part above by 3 compounds.
SMILES	HADH2 inhib	Hsp90 Hop PPI	HBB splicing	DNA Pol III inh	Rhodamine autofl	Fluorescein autfl	Epigenetic mod	15-hLO inh	Ub-GFP proteasome	4MU fluor	TexasRed autofl
O=C(Cn1nnc(-c2cccc(C(F)(F)F)c2)n1)NC1CCCC1	16.4%	-1.1%	0.1%	-6.6%	i	i	2.1%	5.1%	-2.5%	i	i
Clc1ccc(OCCCn2cncn2)cc1Cl	4.4%	-5.0%	-1.8%	-4.8%	i	i	-2.7%	-0.7%	6.8%	1.37e-06M*	i
O=C(CSc1nnc(-c2ccncc2)n1C1CCCCC1)Nc1cccc(O)c1	-3.3%	-0.6%	0.5%	-1.8%	i	?	-2.3%	-9.7%	-3.0%	i	i
CCCc1nc(N2CCOCC2)c(C#N)c2c1CCCC2	.	.	.	.	i	?	0.0%[20.6 µM]	.	.	3.96e-08M*	i
COc1ccc2c3c([nH]c2c1)[C@H]1C[C@@H]2[C@@H](C[C@@H](O)[C@H](OC)[C@H]2C(=O)O)CN1CC3	5.4%[11.4 µM]	-0.1%[11 µM]	6.1%[9.22 µM]	-9.2%[11.4 µM]	i	?	-3.4%[9.22 µM]	8.0%[11.4 µM]	-5.5%[9.17 µM]	1.67e-08M*	i
CCOc1ccc(/C(=N\O)C(C)NO)cc1 (stereo unspecified)	-25.7%	?	-0.1%	-0.4%	.	.	0.0%	-12.9%	4.3%	.	.
CCc1cccc(NC(=O)CN(C)S(=O)(=O)c2cccc3nsnc23)c1	-7.8%	-11.5%	0.4%	-4.5%	i	i	18.2%	-5.5%	-3.2%	i	?
Cn1c(=O)c2c(SCC(=O)NCC3CCCO3)nc(-c3cccs3)nc2n(C)c1=O (stereo unspecified)	-7.0%	-0.6%	0.2%	-2.7%	.	.	.	6.9%	-4.3%	.	.
Cc1n[nH]c(C)c1S(=O)(=O)NCCc1ccc(Cl)cc1	9.4%	0.4%	-0.2%	1.9%	i	i	-2.1%	20.1%	12.8%	i	i
COc1ccc(CNC(=O)c2ccc(NC(=O)C3CCCO3)cc2)cc1 (stereo unspecified)	8.2%	-3.1%	-4.5%	-1.5%	i	?	1.0%	8.5%	9.7%	i	i
Cc1ccc(C(=O)Nc2ccccc2C(=O)NCc2ccco2)cc1S(=O)(=O)N1CCCCC1	?	-2.1%	1.2%	7.0%	i	i	-2.7%	-6.8%	12.9%	i	i
CCCCOC(=O)c1ccc(NC(=O)C(CCS(C)(=O)=O)NC(C)=O)cc1 (stereo unspecified)	1.8%	-6.1%	-1.3%	0.0%	i	i	0.2%	10.5%	5.0%	i	i
CCn1c(=O)c(C(=O)Nn2c(C)nc3ccccc3c2=O)c(O)c2ccccc21	-4.3%	1.4%	-0.2%[57.5 µM]	3.0%	i	i	0.0%	9.6%	2.6%	i	i
COc1cccc(Cn2c(=O)c(-c3ccc(F)cc3)nc3cnc(OC)nc32)c1	-5.4%	-4.9%	-0.4%	-6.0%	i	i	-9.4%[9.22 µM]	2.2%	2.9%	i	i

Structural class, the compounds so far containing fluorine.
SMILES	HADH2 inhib	Hsp90 Hop PPI	HBB splicing	DNA Pol III inh	Rhodamine autofl	Fluorescein autfl	Epigenetic mod	15-hLO inh	Ub-GFP proteasome	4MU fluor	TexasRed autofl
O=C(Cn1nnc(-c2cccc(C(F)(F)F)c2)n1)NC1CCCC1	16.4%	-1.1%	0.1%	-6.6%	i	i	2.1%	5.1%	-2.5%	i	i
COc1cccc(Cn2c(=O)c(-c3ccc(F)cc3)nc3cnc(OC)nc32)c1	-5.4%	-4.9%	-0.4%	-6.0%	i	i	-9.4%[9.22 µM]	2.2%	2.9%	i	i
